Screening results: PubChem, The Scripps Research Institute Molecular Screening Center
GalR3 antag = GalR3 antagonists in HEK293 cells, primary screen, cell-based, fluorescence readout; inhibition, % at 3 µM; hit rate 0.44% among 360,000; HEK293 GalR3-CNG cAMP membrane potential fluorescence; galR3 body fused to GalR1 C-terminus;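 active = inhibition above the screen-wide average plus 3 SD, cut at about 13% in these data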;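 note: forskolin and galanin both at EC90 stimulate the cells; cAMP rise reported by CNG channel membrane potential dye signal; 0% = forskolin plus galanin with DMSO and 100% = forskolin alone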
Target sequence (O60755 1-299 limits assumed): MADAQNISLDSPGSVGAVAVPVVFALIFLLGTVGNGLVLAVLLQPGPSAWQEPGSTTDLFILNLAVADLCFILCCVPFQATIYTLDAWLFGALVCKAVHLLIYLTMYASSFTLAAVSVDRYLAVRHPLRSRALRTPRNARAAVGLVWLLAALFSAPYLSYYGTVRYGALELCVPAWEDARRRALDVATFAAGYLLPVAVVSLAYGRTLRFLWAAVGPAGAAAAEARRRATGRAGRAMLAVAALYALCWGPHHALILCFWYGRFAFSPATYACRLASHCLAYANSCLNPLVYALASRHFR
Starred values were filed as active, the others as inactive. This is a subset. The share of hits here may be higher or lower than overall.

SMILES	GalR3 antag
COC(=O)C1=C(C)N(Cc2ccccc2C(F)(F)F)C(=NCc2cccc(C(F)(F)F)c2)NC1c1ccc(C(F)(F)F)cc1 (centres undefined)	-5
CC(C)N(C(=O)[C@H]1C[C@H](CC(=O)NCCN2CCOCC2)C(=O)N2CCc3c([nH]c4ccc(Cl)cc34)[C@]12C)C(C)C	-2
CC[C@H](C)[C@H](NC(=O)OCc1ccccc1)C(=O)OCC(=O)N1CCN(c2ccc(F)cc2)CC1	-2
COC(=O)c1ccccc1COc1cccn2c(N(C)Cc3cccs3)c(C)nc12	-9
O=S(=O)(N1CCCCC1)n1nnc2cc3ccccc3cc21	-8
COCOCCn1cc(CN2CCS(=O)(=O)N(Cc3ccc(-c4ccc(C)cc4)cc3)C(C)C2=O)nn1 (centres undefined)	11
CCCCCCCCN1C(=O)[C@@H](CC(=O)NCc2cccc3ccccc23)C[C@@]2(C(=O)OC)C1=C[C@H](C(C)(C)C)O[C@@H]2C	-7
CN(Cc1ccccn1)C(=O)c1cc(COc2ccc(F)c(F)c2)on1	-8
COc1ccc(S(=O)(=O)N2CCCCCC2)cc1C(=O)Nc1ccc(C(=O)N(C)C)cc1	15*
C[C@H]1CN([C@@H](C)CO)C(=O)CCCn2nncc2CO[C@@H]1CN(C)Cc1ccc(Cl)c(Cl)c1	-4
COC(=O)C(CCC(=O)CN1C(=O)c2ccccc2C1=O)N1C(=O)c2ccccc2C1=O (centres undefined)	-4
COCOCCn1cc(CN2CCS(=O)(=O)N(Cc3ccc(-c4ccncc4)cc3)C(C)C2=O)nn1 (centres undefined)	-7
CCCCCC(=O)N1C[C@H](n2cc(C3CC3)nn2)[C@@H](O)C[C@@H]1c1ccc(C)cc1	0
COc1cccc(C(O)c2nc(-c3ccccc3)cs2)c1 (centres undefined)	-2
COC(=O)C1=C(C)N(Cc2cccc(C(F)(F)F)c2)C(=NCc2ccc(OC)cc2)NC1c1ccc(Cl)cc1 (centres undefined)	-5

In a second layout: results already given.
structure | GalR3 antag
CCCCCCCCN1C(=O)[C@@H](CC(=O)NCc2cccc3ccccc23)C[C@@]2(C(=O)OC)C1=C[C@H](C(C)(C)C)O[C@@H]2C | -7
CN(Cc1ccccn1)C(=O)c1cc(COc2ccc(F)c(F)c2)on1 | -8
COc1ccc(S(=O)(=O)N2CCCCCC2)cc1C(=O)Nc1ccc(C(=O)N(C)C)cc1 | 15*
C[C@H]1CN([C@@H](C)CO)C(=O)CCCn2nncc2CO[C@@H]1CN(C)Cc1ccc(Cl)c(Cl)c1 | -4

Later entries.
SMILES	GalR3 antag
CCCCC1Cc2[nH][nH]c(=O)c2C(c2ccc(Cl)cc2)O1 (centres undefined)	-7
C[C@@H]1CN([C@@H](C)CO)C(=O)CCCn2nncc2CO[C@@H]1CN(C)C(=O)NC1CCCCC1	-3
COc1ccc(CN(CC(O)COCc2ccccc2)S(=O)(=O)c2ccccc2Br)cc1 (centres undefined)	-6
COc1cc2c(c(OC)c1OC)C(c1ccc(O)cc1)CC(=O)O2 (centres undefined)	-7
O=C(c1ccc([N+](=O)[O-])s1)N1CCN(c2ncccn2)CC1	-6
CC1(C)CC(=O)C=C(c2ccc(COC(=O)c3cc(F)cc(F)c3)cc2)C1=O	-5
CCC(=O)N1CCCC1(C)C(=O)Nc1cccc(Oc2ccccc2)c1 (centres undefined)	-2
CC(C)NS(=O)(=O)c1ccc(NC(=O)C(C)OC(=O)CCC2CCCCC2)cc1 (centres undefined)	-4
COc1cc(-c2coc3c(C(=O)NCc4ccc(OC)c(OC)c4)cccc23)ccc1O	-6
CC(=O)Nc1cc2c(cc1Cl)-c1ccccc1C2	0
COc1ncnc2c1ncn2CCCN1CCN(C(=O)C2CC2)CC1	-5
COc1ccc(Cc2c(-c3ccc(F)cc3)nc3c4ccccc4ccn23)c(C)c1	-5
Cc1cc(N2CCN(C(=O)c3[nH]c(C(F)(F)F)nc3-c3ccccc3)CC2)c2ccccc2n1	-3
COCCn1c(SCC(=O)Nc2cc(C)on2)nc2c([nH]c3ccccc32)c1=O	-7
O=C(O)C(SC(C(=O)O)c1ccccc1)c1ccccc1 (centres undefined)	-6
CCOc1ccc(NC(=O)CSc2nc3ccsc3c(=O)n2Cc2ccc(C(=O)O)cc2)cc1	-5
Nc1[nH]c(C(=O)c2ccc(Br)cc2)c(-c2ccccc2)c1C(=O)NCCc1c[nH]c2ccccc12	-7
Cc1ccc(-c2c(N)nc3ncccn23)cc1	-4
COCCCNC(=O)C[C@H]1C[C@@]2(C(=O)OC)C(=C[C@H](C(C)(C)C)O[C@@H]2C)N(CCC2=CCCCC2)C1=O	-1
C[C@H]1Cn2cnc(C(=O)N(C)Cc3ccccc3)c2C(=O)N1	-7
C[C@@H]1CN([C@H](C)CO)C(=O)CCCn2cc(nn2)CO[C@H]1CN(C)S(=O)(=O)c1ccc(-n2cccn2)cc1	-5
Fc1cccc(Cc2c(C3CCCCC3)nc3ccc(Br)cn23)c1	-6
CCOc1ccc(NS(=O)(=O)c2ccc(C(=O)NCC(c3ccco3)N3CCCCC3)cc2)cc1 (centres undefined)	-4
Cc1ccccc1C(=O)NC1CCCCN(C)C1=O (centres undefined)	-5
COC(=O)[C@@]1(Cc2ccc(F)cc2)[C@H]2c3cc(C(=O)N(C)C)n(C)c3C[C@H]2CN1C(=O)c1ccccc1	-4
CCc1nc2ccc(C(=O)N3CCN(C(=O)c4ccco4)CC3)cn2c1N(C)C(=O)C1CCCCC1	2
Cc1cccc(OCCNc2ncccc2[N+](=O)[O-])c1	-7
C[C@]12c3[nH]c4ccc(Cl)cc4c3CCN1C(=O)[C@@H](CC(=O)NCc1ccco1)C[C@@H]2C(=O)N1CCOCC1	0
CC1(C(=O)NS(=O)(=O)Cc2cccc(Cl)c2)CCN1C(=O)Cc1cccs1 (centres undefined)	1
C[C@H](CO)N1C[C@H](C)[C@@H](CN(C)C(=O)Nc2cccc3ccccc23)OCCCC[C@H](C)Oc2ccc(NS(=O)(=O)c3cn(C)cn3)cc2C1=O	-5

Reformatted: four of the compounds above
Molecule: C[C@@H]1CN([C@H](C)CO)C(=O)CCCn2cc(nn2)CO[C@H]1CN(C)S(=O)(=O)c1ccc(-n2cccn2)cc1
  GalR3 antag: -5

Molecule: COCCCNC(=O)C[C@H]1C[C@@]2(C(=O)OC)C(=C[C@H](C(C)(C)C)O[C@@H]2C)N(CCC2=CCCCC2)C1=O
  GalR3 antag: -1

Molecule: CC1(C(=O)NS(=O)(=O)Cc2cccc(Cl)c2)CCN1C(=O)Cc1cccs1 (centres undefined)
  GalR3 antag: 1

Molecule: CCOc1ccc(NS(=O)(=O)c2ccc(C(=O)NCC(c3ccco3)N3CCCCC3)cc2)cc1 (centres undefined)
  GalR3 antag: -4

Next part.
SMILES	GalR3 antag
CC1=CC(C)(C)NC(=S)N1c1ccc(Cl)cc1	-7
CN(C)C(=O)N1CCN(C(=O)[C@H]2O[C@@H](n3ccc(N)nc3=O)[C@H](O)[C@@H]2O)CC1	5
O=C(/C=C/c1ccccc1)Nc1cccc(C(=O)N2CCCC2)c1	-5
COC(=O)C1=C(C)N(Cc2ccc(C(F)(F)F)cc2)C(=NCc2ccc(C(F)(F)F)cc2)NC1c1cccc(F)c1 (centres undefined)	-5
O=C(Nc1ccc(F)cc1)C(c1cccc(F)c1)N1CCN(c2cccc(C(F)(F)F)n2)CC1 (centres undefined)	-6
O=C(NCCO)c1ccc(-c2cnc3cccnn23)cc1	-5
CC(C)[C@@H]1Cc2[nH]c(=S)[nH]c(=O)c2[C@H](CCc2ccccc2)O1	-4
CN(Cc1ccccc1)C(=O)c1cccc(NC(=O)Cc2cccc(NC(=O)C3CCN(C(=O)C4CCC4)CC3)c2)c1	-3
COc1ccc(-c2cnc3c(NC=O)cc(-c4ccoc4)cn23)cc1OC	-7
COc1ccc(-c2noc(CCC(=O)N3CCN(c4ccc(Br)cc4)CC3)n2)cc1	-6
CCCCC(=O)N(C)c1c(C)nc2ccc(C(=O)Nc3cccc(OC)c3)cn12	2
C[C@@H]1CN([C@H](C)CO)C(=O)c2cc(-c3ccc(C#N)cc3)cnc2O[C@H]1CN(C)C(=O)c1ccccc1	-4
CC1(c2ccc(Cl)cc2)NC(=O)N(CC(=O)Nc2ccc3c(c2)OCO3)C1=O (centres undefined)	-5
Nc1ccn([C@@H]2O[C@H](C(=O)N[C@H](Cc3ccccc3)C(=O)NCC(=O)N3CCOCC3)[C@@H](O)[C@H]2O)c(=O)n1	-5
Cc1ccc(S(=O)(=O)N2C[C@@H]3CCCC[C@@H]3[C@@H](C)[C@H]2c2cn(Cc3ccccc3)c3ccc(F)cc23)cc1	-3
Cc1c(C(=O)NCc2cccc([N+](=O)[O-])c2)sc(=O)n1Cc1ccccc1F	-1
CCc1nc2ccc(C(=O)Nc3ccc(NC(C)=O)cc3)cn2c1N(C)CCC(C)C	2
COc1ccc(-c2nc3c(C)cc(Br)cn3c2Cc2ccsc2)cc1OC	-4
Cc1ccc(C(=O)NN=Cc2ccc3c(c2)OCO3)cc1	-6
COc1ccc(NC(=O)c2cc(C3CCCCN3C(=O)c3ccc(NC(C)=O)cc3)on2)c(C)c1 (centres undefined)	-4
COc1ccc(S(=O)(=O)N2CCOCC2)cc1C(=O)Nc1ccc(N2CCCCCC2)cc1	-3
O=c1[nH]c(=S)[nH]c2c1C(c1ccc(Cl)cc1)OC(C1CCCCC1)C2 (centres undefined)	-7
CCN(CC(=O)Nc1ccc(NC(C)=O)cc1)C(=O)c1cc([N+](=O)[O-])ccc1Sc1ccc(Cl)cc1	-6
Cc1cc(O)cc(=O)n1-c1cc(C(F)(F)F)cc(C(F)(F)F)c1	-6
O=C(NCCCn1ccnc1)c1sc2cc([N+](=O)[O-])ccc2c1Cl	-6
C[C@@H]1CN(c2ccc(N3CCN(C(=O)OC(C)(C)C)C[C@H]3C)cc2C#N)C[C@H](C)O1	-6
COc1ccc(NC(=O)c2ccncc2)cc1S(=O)(=O)N1CCCCC1	-2
Cc1ccc(OCCC(=O)Nc2cc(S(=O)(=O)N3CCOCC3)ccc2N2CCCC2)cc1	-6
CCc1nc2ccc(C(=O)Nc3ccc(C(N)=O)cc3)cn2c1N(CCC(C)C)CCN(C)C	-5
COc1ccccc1NC(=O)Nc1nc(C(N)Cc2ccccc2)cs1 (centres undefined)	-5
Cc1cccc2nc(-c3ccccc3)c(-c3ccc(CN4CCC(n5cc(-c6ccccc6)[nH]c5=O)CC4)cc3)nc12	-1
CC(C)(C)C(c1nc2ccccc2[nH]1)n1c(-c2cc(Cl)cc(Cl)c2)nc2ccccc21 (centres undefined)	-7
O=S(=O)(NCCc1ccc(F)cc1)c1cc(C(F)(F)F)ccc1Br	-5
CCCCNC(=O)C1(C)CCCCN1C(=O)c1cc(C)n(C(C)(C)C)n1 (centres undefined)	-3
Cc1cc(C)n(-c2ccc(C(=O)OC(C)C(=O)Nc3ccc(C(N)=O)cc3)cc2)n1 (centres undefined)	-6
Cc1ccc(S(=O)(=O)CS(=O)(=O)c2ccc(C)cc2)cc1	0
CC(C)=CCCC(C)c1cc(C(=O)NCCc2ccc(O)cc2)c(N)s1 (centres undefined)	-5
CCOC(=O)C1=C(C)N(C[C@@H]2CC[C@@H](Cc3ccc(-c4ccccc4)cc3)O2)C(=O)NC1c1ccc(Cl)cc1 (some centres undefined)	-7
O=C(NCc1cccs1)c1ccc(-c2ccc(F)c(F)c2)c2ccoc12	-7
CCC(C)C(NC(=O)C(Cc1ccc(O)cc1)NC(=O)OCc1ccccc1)C(=O)OC (centres undefined)	-9
CCNC(=O)C1(C)CCN(Cc2noc(-c3c(C)noc3C)n2)C1 (centres undefined)	4
CCc1ccc(N(CC(=O)N2CCCC2)S(C)(=O)=O)cc1	2
Cn1nnnc1NN=Cc1ccccc1	-4
CC1(C(=O)Nc2ccc(Cl)cc2)Cc2c(-c3ccc(C(N)=O)cc3)ccnc2O1 (centres undefined)	-2
COc1cc2c(cc1OC(C)=O)CCCCC2=O	-6
CCN1CCCC1CNC(=O)c1ccc2c(c1)NC(=O)/C(=C\c1ccccc1F)S2 (centres undefined)	-6
CCN(CC)C(=O)c1csc([C@H]2C[C@H](O)[C@@H](CO)O2)n1	-5
CCC/C=C/c1ccc(CN2C(CC(C)C)C(=O)N(Cc3cn(Cc4ccco4)nn3)CCS2(=O)=O)cc1 (centres undefined)	-6
CCCCn1nnnc1C(C1CC1)N1CCN(C/C=C/c2ccccc2)CC1 (centres undefined)	-8
CCN(C(=O)CCc1cn(CC)c2ccccc12)c1ccc(Oc2cccnc2)cc1	-9
COc1cc2c(Cc3ccccc3)cncc2cc1O	-5
Cc1ccc(-c2nc(NCCCN(C)C)c3ccccc3n2)cc1	-6
CC1(C(=O)NS(=O)(=O)C2CC2)CCN(C(=O)c2cccc(OC(F)(F)F)c2)C1 (centres undefined)	-5
CC1(C(=O)Nc2ccccc2)CCN1C(=O)C1(c2ccccc2)CC1 (centres undefined)	-6
COC(=O)[C@H]1C[C@@]2(O)CN(S(=O)(=O)c3ccc(C)cc3)C[C@@]2(OC(=O)NCc2ccco2)C[C@H]1C(=O)OC	-2
O=C(OCc1ccccc1)N1CCCC2CC1c1ccccc12 (centres undefined)	-4
C#CCOCCOCCOCCNc1nc(N2CCOCC2)nc(N2CCN(C(=O)[C@H](C)n3cc(CCC(=O)O)nn3)CC2)n1	-6
Cc1nc2cc(Cc3ccccc3)ccc2o1	-6
Cc1c(C(=O)OCC(=O)N(CC(C)C)c2c(N)n(Cc3ccccc3)c(=O)[nH]c2=O)oc2ccccc12	-5
CN(C)c1cccc2c(S(=O)(=O)NC(=O)[C@H]3O[C@@H](n4cnc5c(N)ncnc54)[C@H](O)[C@@H]3O)cccc12	4
Carrying on.
SMILES	GalR3 antag
CC(=O)Nc1ccc(NC(=O)c2ccc(-c3ccccc3Cl)o2)cc1	-1
FC(F)(F)c1cnc(NNC(=S)Nc2ccccc2)c(Cl)c1	-7
NCCCNC(=S)NCCCN(Cc1ccc(Cl)cc1)c1ccc(Br)cn1	-5
COc1ccc(-c2nnc(N)s2)cc1OC	-6
O=C(NCc1ccccc1)c1ccc(NC(=O)C2CCCCC2)cc1	-6
CN1CCCc2nc(-c3ccccc3)ccc21	-6
